NALP3 yeast inh = NALP3 inhibition in yeast; Yeast reconstituted NLRP3/ASC/caspase-1, beta-gal luminescence, 24 h; inhibition, % at 10 µM; hit rate 0.39% among 330,000; AID 2825;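 active means inhibition of 50% or more; inactive means inhibition below 50%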;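 further: plate controls were induced DMSO wells for no effect and uninduced yeast grown without galactose for full effect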
hIAP block = blocks human intestinal alkaline phosphatase; P09923; purified IAP, CDP-Star luminescence, 30 min; inhibition, % at 10 µM; hit rate 0.12% among 330,000;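 active means inhibition reaching a set limit with compound at 10 µM in the primary screen, cut at about 35% in these data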;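 further: plate controls were DMSO wells with enzyme for no effect and no-enzyme buffer wells for full effect; values of inactives mirror those of a sister screen read the other way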
APOBEC3A inh = blocks human APOBEC3A ssDNA deamination | hit rate 0.41% among 330,000 | P31941 | recombinant A3A, FAM/TAMRA ssDNA deamination fluorescence | AID 493011 | inhibition, % at 20 µM;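 active means at least 40% inhibition at 20 µM here, with at most 30% in a related deaminase screen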;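 further: plate controls were A3A with DMSO for no effect and wells lacking A3A enzyme for full effect; some results filed as inactive read as strong as hits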
Target sequence (P31941 whole entry, looked up): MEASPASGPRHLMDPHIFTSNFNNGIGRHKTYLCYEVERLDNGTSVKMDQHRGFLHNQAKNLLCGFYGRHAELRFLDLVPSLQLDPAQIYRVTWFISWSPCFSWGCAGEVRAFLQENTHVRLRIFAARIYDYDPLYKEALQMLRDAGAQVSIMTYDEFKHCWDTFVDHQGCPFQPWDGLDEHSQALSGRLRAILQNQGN
APOBEC3G inh = inhibitors of human APOBEC3G DNA deaminase; Q9HC16; inhibition, % at 20 µM; AID 493012; recombinant A3G, ssDNA deamination FAM/TAMRA fluorescence; hit rate 0.28% among 330,000;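 active means inhibition of at least 40% at 20 µM, with no more than 30% in the related APOBEC3A deaminase screen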;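 further: plate controls were DMSO wells with A3G for no effect and wells lacking A3G enzyme for full effect; some compounds called inactive have numbers as strong as hits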
Target sequence (Q9HC16 whole entry, looked up): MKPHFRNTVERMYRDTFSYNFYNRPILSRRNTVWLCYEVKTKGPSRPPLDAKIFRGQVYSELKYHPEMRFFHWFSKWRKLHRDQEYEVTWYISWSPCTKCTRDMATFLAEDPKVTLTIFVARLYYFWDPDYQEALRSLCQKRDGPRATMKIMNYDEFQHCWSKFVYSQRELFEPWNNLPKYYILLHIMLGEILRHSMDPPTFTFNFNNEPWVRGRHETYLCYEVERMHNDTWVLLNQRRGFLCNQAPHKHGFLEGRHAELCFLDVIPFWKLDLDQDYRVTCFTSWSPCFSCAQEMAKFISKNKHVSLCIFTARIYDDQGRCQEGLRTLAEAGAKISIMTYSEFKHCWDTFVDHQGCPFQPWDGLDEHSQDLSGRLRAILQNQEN
hIAP activ = increases human intestinal alkaline phosphatase activity; P09923; purified human IAP, CDP-Star luminescence, 30 min; active compounds read high; 1 = vehicle-only enzyme, 0 = enzyme-free background; activation factor at 10 µM; hit rate 0.16% among 330,000;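 active means activation factor of the enzyme at least 2-fold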; further: the source names both 10 and 20 µM as test concentration; values of inactives mirror those of a sister screen read the other way
mIAP act = increases mouse intestinal alkaline phosphatase activity. muIAP, CDP-Star luminescence, 30 min; active compounds read high; 1 = vehicle-only enzyme signal, 0 = enzyme-free wells. activation factor at 10 µM. hit rate 0.24% among 330,000. AID 2805;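 active means activation factor of at least 2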; further: the source names both 10 and 20 µM as test concentration; values of inactives mirror those of a sister screen read the other way
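Assay system: mouse IAP enzyme; Reagent: CDP-Star chemiluminescent phosphatase substrate; Compound: DMSO-dissolved test compounds; Incubation: 30 min, room temperature; Technique: luminescence from enzymatic CDP-Star hydrolysis; Controls: DMSO-only wells and no-enzyme negative control.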
mIAP block = blocks mouse intestinal alkaline phosphatase. purified mouse IAP, CDP-Star luminescence, 30 min. inhibition, % at 10 µM. hit rate 0.2% among 330,000. AID 2806;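 active means inhibition of at least 40% at 10 µM in the primary screen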;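 further: plate controls were DMSO with enzyme for no effect and no enzyme wells for full effect; values of inactives mirror those of a sister screen read the other way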
beta cell repl = MIN6 beta-cell proliferation induction | hit rate 0.29% among 330,000 | MIN6 cells proliferation, ATPlite luminescence, 48 h; cells starved in 0.2% serum; 100% = growth in 10% serum | proliferation, % at 10 µM;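 active means compounds whose signal lies at least 3.5 SD above the mean of all wells on their plate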;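 further: 0% = DMSO-treated cells in low-serum medium and 100% = 10% serum control; some compounds called inactive have numbers as strong as hits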
SENP1 inh = blocks the human SENP1 SUMO protease catalytic domain; Q9P0U3; recombinant SENP1 catalytic domain, CyPet-SUMO1-YPet FRET cleavage; inhibition, % at 10 µM; hit rate 0.21% among 360,000;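 active means inhibition at least 30% at 10 µM, raw YFP signal under a set limit, fluorescence ratio 0.5 to 1.5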;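 further: 0% = enzyme with DMSO and 100% = no enzyme wells; some results filed as inactive read as strong as hits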
Target sequence (Q9P0U3 419-644 limits assumed): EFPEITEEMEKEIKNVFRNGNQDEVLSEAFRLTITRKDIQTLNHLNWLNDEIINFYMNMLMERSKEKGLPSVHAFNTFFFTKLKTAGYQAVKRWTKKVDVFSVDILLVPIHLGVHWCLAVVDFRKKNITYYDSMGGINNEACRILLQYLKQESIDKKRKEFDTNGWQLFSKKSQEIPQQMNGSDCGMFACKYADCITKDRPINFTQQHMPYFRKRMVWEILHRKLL
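Material – human SENP1 catalytic domain · Input – SENP1 enzyme, 20 pM final · Compound dosing – single concentration of 10 µM compound, 0.5% DMSO final · Timing – enzyme reaction for 50 min at room temperature, dark · Measured by – FRET fluorescence in CFP and YFP emission channels · Control set – no-enzyme wells low, DMSO-plus-enzyme wells high control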
Numbers without * were called inactive; & = joins results of further samples. This is a subset (hit frequency here may not be typical).

Structure	NALP3 yeast inh	hIAP block	APOBEC3A inh	APOBEC3G inh	hIAP activ	mIAP act	mIAP block	beta cell repl	SENP1 inh
S=c1[nH]nc(-c2ccc(Cl)cc2)n1/N=C/c1cccs1	34	21	1	11	0.79	0.95	5	-2	3
CCOc1c2ccccc2nn1CCOC	3	7	-2	-16	0.93	1	0	1	1
Cc1nnc(NC(=O)c2ccccc2NC(=O)c2ccccc2)s1	30	19	0	-5	0.81	0.98	2	-3	2
CCOc1ccc(C2CC(c3ccccc3C)n3ncnc3N2)cc1 (stereo not given)	25	0	1	-3	1	0.93	7	-3	2
CCN(C(=O)COC(=O)c1cc(-c2cccc3ccccc23)nc2ccccc12)C1CCS(=O)(=O)C1 (stereo not given)	4	-13	-1	-3	1.1	0.87	13	0	-2
COc1ccccc1C(=O)Nc1nc2nc(-c3ccccc3)cc(=O)n2[nH]1	11	-6	-10	-1	1.1	1	-1	1	-1
Cc1nccn1C[C@@H]1CCc2c(c3ccccc3n2C)C1=O	16	-5	0	-5	1.1	1	0	-2	0
COC(=O)c1cc(=O)cc(C(=O)OC)o1	5	5	-3	-7	0.95	1	-3	-1	2
CCC(=O)Nc1c(C(=O)Nc2cccc(OC)c2)oc2ccccc12	3	13	5	-2	0.87	0.9	10	-2	1
N#CCc1ccc(OC(=O)c2cnccc2C(F)(F)F)cc1	15	-2	0	-6	1	0.98	2	-2	-1
CC(C)(C)OC(=O)C[C@H]1C/C=C\C[C@H](CC(=O)N[C@H](CO)Cc2ccccc2)C(=O)N[C@H](Cc2ccccc2)COC1=O	9	4	-6	-5	0.96	0.95	5	-1	-1
Cc1cc(C)nc(Nc2ncc(O)n2-c2ccc(Br)cc2)n1	9	-39	-3	-9	1.4	1.1	-10	1	0
CCC(=O)Nc1ccc(C(=O)Nc2cccnc2)cc1	14	-19	-4	-3	1.2	1.1	-7	-1	1
O=C(Nc1ccc2nc(SCc3ccc(Cl)cc3)sc2c1)c1ccccc1C(=O)N1CCOCC1	-2	-20	4	2	1.2	1	-3	-3	0
O=C(c1ccco1)N1CCN(/C(=N/S(=O)(=O)c2cccs2)c2ccccc2Cl)CC1	5	-1	1	0	1	1	0	-4	0
O=C(Nc1ccc(F)cc1F)N1CCCN(CCOc2ccccc2)CC1	24	-8	-1	1	1.1	0.94	6	1	-2
O=c1[nH]c2ccc(S(=O)(=O)NCc3ccccc3)cc2[nH]1	-3	14	-2	-3	0.86	0.84	16	-4	2
O=C(COc1ccc2ccc(=O)oc2c1)Nc1ccc(CN2CCOCC2)cc1	3	-7	-3	-6	1.1	0.96	4	-2	-1
Cc1ccc(S(=O)(=O)CC(=O)N2CCN(c3ccccc3F)CC2)cc1	5	2	-2	-5	0.98	1	-4	0	2
Cc1nc(SCC(=O)N2CCN(c3ccccc3)CC2)c2oc3ccccc3c2n1	43	-19	-1	-3	1.2	0.98	2	-3	-1
C=CCc1cc(C)ccc1OCCCn1ccnc1	38	-11	-1	-4	1.1	1.1	-10	0	2
Cc1ccc(Nc2nc3ccccc3s2)c(C)c1	-2	-10	9	1	1.1	1.1	-5	0	1
COc1cccc(N2CC(C(=O)Nc3nnc(SCc4cccnc4)s3)CC2=O)c1 (stereo not given)	4	1	-2	-4	0.99	1	-3	0	-3
Cc1oc(-c2cccc(Cl)c2)nc1CSc1nc2c(c(=O)[nH]1)CCC2	-1	6	1	-6	0.94	0.98	2	-1	2
COc1nnc(-c2ccc(N3CCOCC3)c(NC(=O)c3ccccc3)c2)c2ccccc12	2	-6	0	-2	1.1	0.97	3	-4	1
CC(=O)c1cccc(Nc2nc3ccccc3n3cnnc23)c1	18	-1	3	2	1	1	0	3	-12
CN(C(=O)COC(=O)CSc1ccc(C(N)=O)cc1[N+](=O)[O-])C1CCS(=O)(=O)C1 (stereo not given)	5	16	0	-9	0.84	0.97	3	9	0
COc1ccc2c(-c3cnc(N4CCOCC4)nc3)c(-c3ccc(S(C)(=O)=O)cc3)sc2c1	16	21	-3	-1	0.79	1.1	-7	-5	-52
O=C(COC(=O)c1nc(Cl)ccc1Cl)c1ccc[nH]1	33	-10	5	8	1.1	1	-2	1	0
O=C(NCc1ccccc1)c1n[nH]nc1-c1ccccc1O	8	0	3	-2	0.99	0.9	10	-1	3

A second format for some results above.
C=CCc1cc(C)ccc1OCCCn1ccnc1
  NALP3 yeast inh: 38
  hIAP block: -11
  APOBEC3A inh: -1
  APOBEC3G inh: -4
  hIAP activ: 1.1
  mIAP act: 1.1
  mIAP block: -10
  beta cell repl: 0
  SENP1 inh: 2

Cc1ccc(Nc2nc3ccccc3s2)c(C)c1
  NALP3 yeast inh: -2
  hIAP block: -10
  APOBEC3A inh: 9
  APOBEC3G inh: 1
  hIAP activ: 1.1
  mIAP act: 1.1
  mIAP block: -5
  beta cell repl: 0
  SENP1 inh: 1

(list continues)
Structure	NALP3 yeast inh	hIAP block	APOBEC3A inh	APOBEC3G inh	hIAP activ	mIAP act	mIAP block	beta cell repl	SENP1 inh
Cn1c(=O)c(C(=O)NNC(=O)c2ccccc2Cl)c(O)c2ccccc21	66*	-49	-1	-9	1.5	0.83	17	-6	2
COc1ccc(C(=O)N2CCCC(Nc3ccc(F)c(F)c3)C2)c(OC)n1 (stereo not given)	8	-39	-4	-7	1.4	0.88	12	-2	-1
CCCC12CN3CC(C)(CN(C1)C3c1ccc3c(c1)OCO3)C2=O (stereo not given)	13	4	-5	-4	0.96	1	-2	0	-4
COC(=O)C1=C(C)NC(C)=C(C(=O)OC)C1C(=O)OC1CCCCC1=O (stereo not given)	2	-6	3	2	1.1	1	0	0	-8&-10
O=C(Nc1nnc(S(=O)(=O)N2CCOCC2)s1)c1ccccc1Br	5	8	-4	-5	0.92	0.86	14	-4	-2
COC1=C(Nc2ccccc2)C(=O)c2ccccc2C1=O	17	13	3	-4	0.87	0.93	7	-5	2
O=[N+]([O-])c1ccccc1-c1cc(-c2ccccc2O)n[nH]1	16	-54	-4	-6	1.5	0.91	9	6	0
C=CCN1C(=O)C(CC(=O)Nc2ccccc2F)S/C1=N\c1nccs1 (stereo not given)	-9	-5	-2	-4	1	1	-1	0	3
O=c1cc(-c2ccccc2)nc2nc(COc3ccccc3)[nH]n12	9	2	-2	-4	0.98	0.96	4	2	0
CC1CCCC(NC(=O)c2cccc(S(=O)(=O)NCc3ccccc3)c2)C1C (stereo not given)	10	8	-6	-7	0.92	0.96	4	-3	0
O=[N+]([O-])c1ccc(NCCNS(=O)(=O)c2ccccc2)cc1	19	9	-3	-6	0.91	0.94	6	-4	-1
COc1ccc(S(=O)(=O)Nc2ccc(S(=O)(=O)N3CCCC3)cc2)cc1	12	16	-2	-4	0.84	0.94	6	3	-1
Cc1ccc(S(=O)(=O)CC(=O)N2CC(C)OC(C)C2)cc1 (stereo not given)	3	9	2	2	0.91	0.97	3	1	1
NC(=O)NC(CC(=O)NCCc1ccc(S(N)(=O)=O)cc1)c1ccc(Cl)cc1 (stereo not given)	-9	-24	-6	-9	1.2	1.2	-16	-1	0
CC(c1ccccc1)C1OCC(C[N+]2(C)CCCCC2)O1 (stereo not given)	6	-7	68*	15	1.1	1	-5	-1	1
O=C(Nc1nc(-c2ccc(-c3ccccc3)cc2)cs1)c1cnccn1	6	4	-1	2	0.96	0.95	5	-6	0
Cc1cccc(CC2CC(=O)N(C3CCCCC3)C2=O)c1 (stereo not given)	20	5	-3	-8	0.95	0.93	7	-1	-1
C/C(CC1CC(COCCC(C)C)OC1=O)=N\NC(N)=S (stereo not given)	12	-11	6	4	1.1	0.76	24	1	3
C/C(Cn1nnc2ccccc21)=N/OC(=O)c1c(F)cccc1F	-1	-2	-3	-2	1	0.93	7	0	5
CCN(CC)C(=O)Oc1ccc(OC(=O)N(CC)CC)cc1	30	-9	4	-3	1.1	0.92	8	0	2
Cc1ccc(-n2ncc3c(=O)n(CC(=O)NCC4CCCO4)cnc32)cc1 (stereo not given)	11	-9	3	2	1.1	0.98	2	-4	-18
C#CCn1c(O)c(N=NC(=O)CNC(=O)c2cccnc2)c2ccccc21	12	17	-8	-7	0.83	0.94	6	1	1
CCN(CC)S(=O)(=O)c1ccc(NN)nc1	7	12	5	2	0.88	0.98	2	-4	0
CCN(CC)C(=O)C1CCCN(Cc2ccc(OC)c(C)c2C)C1 (stereo not given)	7	8	0	-4	0.92	1	-4	5	-1
CCOC(=O)N1CCC(N2C(=O)c3cc(C(=O)NC4CCCCC4)ccc3C2O)CC1 (stereo not given)	11	25	-5	-6	0.75	0.95	4	3	3
CNCc1ccccc1OCc1ccccc1F	-3	-24	0	-3	1.2	1.1	-10	-1	2
Cc1cc(C)c(S(=O)(=O)c2ccccc2)c(OC(=O)c2c(Cl)cc(Cl)cc2Cl)n1	8	-11	1	1	1.1	0.89	11	-7	2
CN(Cc1nc(-c2ccncc2)no1)S(=O)(=O)c1ccc(Br)cc1	15	20	-1	-4	0.8	1.1	-7	-2	-2
CCOC(=O)CC(=O)CSc1nc(C)cc(C)c1C#N	22	6	-1	-6	0.94	0.88	12	-1	-66
CCCCOCCCNC(=O)N[C@@H](CC(C)C)C(=O)O	16	3	-1	-2	0.97	0.96	4	0	0
Cn1nnnc1SCC(=O)Nc1nn(-c2ccccc2)nc1C(N)=O	1	-1	3	-13	1	1	-1	1	3
COc1cccc(CN2CCCN(S(=O)(=O)c3ccc(Br)cc3)CC2)c1	28	-4	-3	-5	1	0.96	4	0	3
O=C(Nc1ccc2nc(-c3ccc(Br)o3)[nH]c2c1)c1cccs1	40	-6	3	-3	1.1	0.82	18	-4	-21
Cc1c(-n2c(SC(C)C(=O)NC(N)=O)nc3ccccc3c2=O)c(=O)n(-c2ccccc2)n1C (stereo not given)	-6	17	0	-5	0.83	1	-3	1	2
COc1ccc(/C=C/C(=O)OCC(=O)Nc2cccc(C(C)=O)c2)cc1	9	-7	4	0	1.1	0.96	4	0	2
CCn1c(CSc2nc3ccccc3s2)nnc1SCC(=O)NCC(=O)OC	8	-16	1	0	1.2	0.97	3	-3	3
Cc1ccc(-n2c(N)c(C(N)=O)sc2=S)cc1	8	-7	1	58*	1.1	0.8	20	-4	0
CCNc1nc2nc3ccc(C)cn3c(=O)c2cc1C(=O)NCC1CCCO1 (stereo not given)	2	-5	4	-4	1.1	1.1	-15	-2	-28
CC1CCN(C(=O)CCC(=O)Nc2nnc(C(F)(F)F)s2)CC1	16	8	-1	2	0.92	1	-4	-4	1
COc1ccc(C(=O)NCc2nnc(SCC(=O)NCc3ccco3)o2)cc1OC	12	8	1	-4	0.92	0.99	1	7	1
CC(=O)c1ccc(Nc2nc(-c3cccnc3)cs2)cc1	12	-42	1	-7	1.4	0.98	2	-2	2
Cc1ccc(S(=O)(=O)Nc2cc(C(F)(F)F)ccc2N2CCOCC2)cc1	-3	-4	1	-2	1	0.95	5	-1	-1

Screening data from PubChem BioAssay.
